# Assay outcomes: PubChem BioAssay, several laboratories
# PHOSPHO1 block: PHOSPHO1 (human) inhibition | Q8TCT1 | AID 1565 | inhibition, % at 13.3 µM | recombinant PHOSPHO1, absorbance phosphatase assay | hit rate 1.1% among 290,000; in the data active means inhibition above about 60%
# Target sequence (Q8TCT1 whole entry, looked up): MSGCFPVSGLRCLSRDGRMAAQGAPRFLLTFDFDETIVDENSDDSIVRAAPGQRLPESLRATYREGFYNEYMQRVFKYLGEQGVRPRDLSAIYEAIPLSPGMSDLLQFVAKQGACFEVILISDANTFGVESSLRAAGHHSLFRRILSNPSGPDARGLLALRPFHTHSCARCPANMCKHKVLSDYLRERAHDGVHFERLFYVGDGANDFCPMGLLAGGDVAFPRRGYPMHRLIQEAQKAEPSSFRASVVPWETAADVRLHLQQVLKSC
# IDE inh: cellular human IDE inhibition; P14735; HEK cells, FAbetaB cleavage, fluorescence polarization; inhibition, % at 5.59 µM; hit rate 0.41% among 320,000;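 active means percent inhibition above the average of all tested compounds plus 3 SD, set per screening campaign, cut at about 16% in these data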;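 further: IDE supplied by intact live HEK cells; FP after avidin binding of uncleaved biotin substrate so inhibition keeps polarization high; 0% = DMSO wells and 100% = 60 µM reference IDE inhibitor Ii1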
# MEKK3 PB1 HTS: raises or lowers MEK5 binding to the human MEKK3 PB1 domain; Q99759; bead-based flow cytometry, Alexa488-MEK5 binding to MEKK3; actives lie on both sides; 0 = blocked by unlabeled MEK5, 100 = vehicle; binding response (% of control), % at 10 µM; hit rate 1.4% among 290,000; AID 1529;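 active means binding response more than 3 SD above or below the average of its plate-row segment, actives on both sides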;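 further: Alexa488 bead fluorescence after subtracting the streptavidin-only scavenger bead signal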
# CRFBP-R2 agonist: CRF-BP/CRF-R2 complex agonism; HEK293 CRF-R2/CRF-BP, calcium dye fluorescence (FLIPR); percent of saturating CRF peptide response; activation, % at 13.2 µM; hit rate 0.46% among 350,000;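 active means activation of at least 50%, plus an integration ratio under a set limit after plate pattern correction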;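 further: plate controls were neutral control wells without compound for no effect and CRF at EC100 for full effect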
# IDE act: boosts human insulin-degrading enzyme activity in HEK cells | P14735 | FAbeta-B cleavage, fluorescence polarization; 0% vehicle, 100% cell-free pure enzyme wells | activation, % at 5.96 µM | hit rate 0.073% among 340,000 | AID 493087;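 active means activation above the mean of all tested compounds plus 3 SD, set per screening campaign, cut at about 17% in these data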
# CRFBP-R2 block: blocks CRF-induced signaling of the CRF-BP/CRF-R2 complex; HEK293 CRF-R2/CRF-BP, CRF-induced calcium fluorescence; inhibition, % at 11.8 µM; hit rate 0.59% among 350,000; AID 588475;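 active means inhibition of the ligand-induced calcium signal above about 50% at the single tested concentration, limit read from the data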
# pCIP destab: lowers stability of the mouse p/CIP coactivator protein | hit rate 0.01% among 290,000 | F442A p/CIP-EGFP cells, EGFP fluorescence, 16 h | Q05BA5 | decrease of EGFP signal, % at 10 µM;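 active means EGFP signal decrease of at least 30% at 10 µM or well 3 SD below plate mean, unless failing retest; inactive means the rest, including hits failing retest or dose response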; further: some compounds called inactive have numbers as strong as hits; many of its hits are not listed in these tables
# CHRM4 PAM: positive allosteric modulators of human muscarinic M4 receptor. P08173. CHO-K1 hM4/Gqi5, Fluo-8 calcium fluorescence, ACh EC20; 0% = ACh EC20, 100% = maximal ACh. activation, % at 3 µM. hit rate 0.4% among 360,000. AID 624126;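 active means activation above its plate's cutoff, the mean activation of sample wells plus 3 SD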; further: some results filed as inactive read as strong as hits
# Target sequence (P08173 whole entry, looked up): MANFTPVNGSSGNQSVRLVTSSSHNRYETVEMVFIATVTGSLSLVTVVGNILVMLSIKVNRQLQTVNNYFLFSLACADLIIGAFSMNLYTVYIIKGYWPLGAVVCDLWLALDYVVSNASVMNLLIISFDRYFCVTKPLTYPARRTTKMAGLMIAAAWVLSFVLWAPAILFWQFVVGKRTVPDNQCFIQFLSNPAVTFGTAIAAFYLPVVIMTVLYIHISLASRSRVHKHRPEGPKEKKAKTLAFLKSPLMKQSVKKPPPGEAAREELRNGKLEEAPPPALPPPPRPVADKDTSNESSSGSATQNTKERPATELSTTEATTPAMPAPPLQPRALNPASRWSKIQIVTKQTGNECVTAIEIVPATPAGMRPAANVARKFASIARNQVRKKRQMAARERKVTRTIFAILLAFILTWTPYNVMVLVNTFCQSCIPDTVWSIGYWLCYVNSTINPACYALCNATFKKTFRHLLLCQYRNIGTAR
# GalR3 antagonist: blocks the human galanin receptor 3. O60755. HEK293 GalR3-CNG cAMP membrane potential fluorescence; galR3 body fused to GalR1 C-terminus. inhibition, % at 3 µM. hit rate 0.44% among 360,000. AID 651719;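 active means inhibition above the screen-wide average plus 3 SD, cut at about 13% in these data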;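 further: forskolin and galanin both at EC90 stimulate the cells; cAMP rise reported by CNG channel membrane potential dye signal; 0% = forskolin plus galanin with DMSO and 100% = forskolin alone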
# Target sequence (O60755 1-299 limits assumed): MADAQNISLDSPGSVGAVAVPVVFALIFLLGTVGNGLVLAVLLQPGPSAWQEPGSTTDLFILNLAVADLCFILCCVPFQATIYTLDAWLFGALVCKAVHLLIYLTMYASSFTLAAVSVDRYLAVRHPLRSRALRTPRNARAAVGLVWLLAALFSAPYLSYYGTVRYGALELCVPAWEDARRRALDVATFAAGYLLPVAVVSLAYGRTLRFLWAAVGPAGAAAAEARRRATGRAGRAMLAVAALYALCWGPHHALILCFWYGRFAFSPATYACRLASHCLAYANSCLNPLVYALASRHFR
# * marks the source's active call; other numbers are inactive results; . = no result given; [ ] = remark or other dose.
PHOSPHO1 block,CRFBP-R2 agonist,MEKK3 PB1 HTS,IDE inh,pCIP destab,GalR3 antagonist,CRFBP-R2 block,CHRM4 PAM,IDE act,canonical_smiles
-2,-1.9,105,1,-1,-9,5,1,9,N#Cc1cc2ccccc2nc1SCc1cccnc1
.,0.2,.,-4,.,0,18,4,-1,CNc1ccc(C(=O)OCC(=O)NC(=O)NC2CCCC2)cc1[N+](=O)[O-]
24,0.0,101,4,-5,3,1,-5,6,C[C@H](NC(=O)c1ccc2ccccc2c1)C(=O)N1CCC2(CC1)NCCc1[nH]cnc12
12,0.6,103,3,11,0,-6,1,4,COc1ccc(S(=O)(=O)NN(C)c2ncc(C(F)(F)F)cc2Cl)cc1
5,0.5,92,-1,-11,-4,0,2,0,COc1ccccc1Cn1cccc1C=O
0,-1.5,108,-3,-6,-8,-9,2,0,CCN(N=Nc1cccc([N+](=O)[O-])c1)c1cccc([N+](=O)[O-])c1
10,0.8,95,-2,-6,1,6,11,3,CCOC(=O)c1ccccc1NC(=O)Cn1cnc2c(cnn2-c2ccccc2)c1=O
31,2.1,103,0,-13,-5,-21,-8,5,CC1=NCCN1S(=O)(=O)c1cccc([N+](=O)[O-])c1
23,1.0,96,-1,4,-3,1,9,-1,CCn1c(SCC(=O)N2CCCC(C)C2)nnc1-c1ccc(S(=O)(=O)N2CCN(C)CC2)cc1 (centres undefined)
3,-1.4,97,-2,-11,3,6,3,-2,COc1ccc(OCC(=O)NNC(=O)c2cc3ccccc3o2)cc1
25,0.1,106,4,-5,-3,11,-3,5,CC(C)=C(NC(=O)c1ccccc1)C(=O)Nc1cccc(C(=O)O)c1
.,-0.9,.,.,.,-1,2,6,5,COc1ccc(S(=O)(=O)N2CCCCC2)cc1NC(=O)Cc1cccc(C(F)(F)F)c1
-3,0.0,98,13,-21,-1,-3,1,3,CCNc1nc(NCC)nc(OCCNS(=O)(=O)c2cc(C)ccc2C)n1
24,3.9,102,0,-13,-3,-6,0,0,CCCCN(C(=O)C1CCN(C(=O)c2ccccc2C)CC1)c1c(N)n(CCCC)c(=O)[nH]c1=O
.,0.2,.,-3,.,0,29,-1,5,Cc1ccc(N(Cc2ccccc2)C(=O)c2cccc(S(=O)(=O)N3CCOCC3)c2)cc1
-7,12,108,4,-1,0,-18,-7,-3,CCOC(=O)Cc1cc(-c2ccc(F)cc2)nc2ccc3ccccc3c12
.,-0.1,.,.,.,-5,-6,3,2,Cn1ncc2c(=O)[nH]c(N)nc21
18,-0.2,105,1,1,3,8,1,-1,COC(=O)CCC(=O)Nc1sc2c(c1C#N)CCCC2
40,0.2,103,5,-4,-2,-5,-2,9,COc1ccc(C(O)P(=O)(OCc2ccccc2)c2ccc(N(C)C)cc2)cc1 (centres undefined)
-6,1.2,97,-7,0,-5,8,0,2,COc1ccccc1NC(=O)CSc1nc2sc(C)c(C)c2c(=O)n1Cc1ccco1

# An excerpt of these results, in CSV form.
Molecule,PHOSPHO1 block,CRFBP-R2 agonist,MEKK3 PB1 HTS,IDE inh,pCIP destab,GalR3 antagonist,CRFBP-R2 block,CHRM4 PAM,IDE act
CC(C)=C(NC(=O)c1ccccc1)C(=O)Nc1cccc(C(=O)O)c1,25,0.1,106,4,-5,-3,11,-3,5
CCOC(=O)Cc1cc(-c2ccc(F)cc2)nc2ccc3ccccc3c12,-7,12,108,4,-1,0,-18,-7,-3
COC(=O)CCC(=O)Nc1sc2c(c1C#N)CCCC2,18,-0.2,105,1,1,3,8,1,-1
CC1=NCCN1S(=O)(=O)c1cccc([N+](=O)[O-])c1,31,2.1,103,0,-13,-5,-21,-8,5
CCOC(=O)c1ccccc1NC(=O)Cn1cnc2c(cnn2-c2ccccc2)c1=O,10,0.8,95,-2,-6,1,6,11,3

# Further records follow:
PHOSPHO1 block,CRFBP-R2 agonist,MEKK3 PB1 HTS,IDE inh,pCIP destab,GalR3 antagonist,CRFBP-R2 block,CHRM4 PAM,IDE act,canonical_smiles
-14,-0.1,105,7,4,-11,1,-5,-17,Oc1cccc(/C=N/n2c(C3CCCCC3)n[nH]c2=S)c1
-14,0.2,106,5,-15,-3,1,-4,5,COc1ccc(COc2cc(-c3cccc(OC)c3)nc3ccc(N)cc23)cc1
28,-1.4,96,-2,-8,-1,12,-9,-2,O=C(NC1CCCCC1)c1cc(-c2ccccc2O)on1
.,-2.1,.,-2,.,-1,17,-7,0,CSc1ncccc1C(=O)N1CCN(S(=O)(=O)c2ccc3ccccc3c2)CC1
-14,0.4,102,-3,-2,8,-13,-3,0,CC(C)CCn1c(=O)c2ccccc2n2c(CN3C(=O)NC4(CCC(C)CC4)C3=O)nnc12 (centres undefined)
.,-1.3,.,0,.,-2,3,13,1,CC(=O)c1ccc(OCCCC(=O)Nc2ccc3c(c2)OCCO3)cc1
-38,1.0,99,8,13,0,21,12,-8,CC(C)C(CO)NC(=O)CC(=O)NC(CO)C(C)C (centres undefined)
24,-1.9,89,1,-2,0,21,-3,3,CCCCNC(=O)COC(=O)c1ccc(SC)cc1OC
24,1.3,106,4,-2,-9,-16,-6,0,O=[N+]([O-])c1ccccc1S(=O)(=O)NC1CCCCCCC1
.,0.7,.,.,.,-3,3,2,0,Cc1ccccc1-n1c(SCC(=O)NC2CCS(=O)(=O)C2)nc2ccccc2c1=O (centres undefined)
4,1.8,102,-4,-9,-4,2,2,-1,CCSc1nc(C)cc(Oc2ccc(=O)n(C)n2)n1
.,2.2,.,.,.,-2,-19,-7,2,O=C(NC1CCN(Cc2ccccc2)CC1)c1cc(S(=O)(=O)Nc2ccc(F)cc2)ccc1Cl
36,1.9,87,3,-16,-8,-5,-4,0,CCOC(=O)c1ccc(NC(=O)C(=O)NCC2(c3ccc(OC)cc3)CCOCC2)cc1
40,-0.1,37*[inhibitor],5,0,-9,3,-2,-5,COC(=O)CCC(=O)N1CCCC(N2CCN(c3cccc(C(F)(F)F)c3)CC2)C1 (centres undefined)
33,-0.2,103,-2,-1,-2,-10,4,5,O=C(NCc1ccco1)c1cnccn1
-5,-0.9,126,-1,12,-3,-4,5,0,O=C(Nc1ccccc1F)Nc1ccccc1Br
39,-1.0,108,.,-17,-9,12,8,6,Cc1ccc(Cn2c(CCC(=O)O)nc3ncccc3c2=O)cc1
11,-0.5,104,0,-15,-11,6,-13,-1,CCn1c(-c2ccccc2Cl)nn(CC(=O)NCCc2ccccc2)c1=S
33,-1.2,101,-5,-11,-7,10,-3,1,O=C(NC1CCCN(Cc2ccccc2F)C1)c1cccs1 (centres undefined)
-16,-2.6,85,-2,5,3,8,3,4,Cc1cc(C)cc(NC(=S)N2CCN(CCO)CC2)c1
.,5.3,.,-1,.,-6,8,3,-1,CC(C)CN1C(=O)C(=O)N(CC(=O)Nc2cccc(Cl)c2Cl)C1=O
-2,-2.7,103,1,-4,5,15,5,3,Cn1c(Cn2c(=O)sc3ccccc32)nnc1SCC(=O)NC1CCCC1
.,1.4,107,-1,-9,-4,-1,3,-2,CC(C)CN1CCN(CCCc2ccccc2)C(CCO)C1 (centres undefined)
25,-1.6,101,2,-5,-4,2,4,7,Cc1ccn2cc(C(=O)NC3CCN(Cc4ccccc4)CC3)nc2c1
29,-0.5,103,-2,16,-6,5,-8,-1,CCC(=O)c1c[nH]c(C(=O)NCc2cccnc2)c1
17,0.1,103,3,-2,-2,15,16*,5,CC(=O)N1CCOc2ccc(S(=O)(=O)NCC3CCC(C(=O)NCCC(C)C)CC3)cc21 (centres undefined)
10,-0.3,94,-4,8,5,-8,4,6,CCc1c(O)c(-c2ccccc2)c(=O)n(-c2ccccn2)c1-c1ccccc1
36,0.7,98,-2,6,-5,2,5,-1,C/C(=N\NC(=O)c1ccc(CSc2nncn2C)cc1)c1cccs1
3,-0.3,99,0,-14,-9,-4,-11,-6,CN(C)S(=O)(=O)N(CC(=O)N(Cc1ccccc1)Cc1ccccc1)c1ccccc1
6,-1.5,101,-1,-8,-2,-11,0,1,Cc1ccccc1OCC(=O)NN1CCN(C)CC1
.,0.3,.,2,.,-2,0,-1,1,Cc1cccc(C)c1OCC(=O)NNC(=O)CNC(=O)c1ccc(OC(F)F)cc1
43,-0.1,102,1,-4,-4,6,-24,0,C/C(=N/OC(=O)c1ccc(Cl)cc1Cl)c1oc(C)nc1C
.,-1.0,.,-2,.,-3,1,-1,3,C#CCOCCOCCOCCNc1nc(N2CCN(C(=O)[C@H](CCCN=C(N)N)n3cc(C(N)[C@@H](C)CC)nn3)CC2)nc(N2CCN(C(=O)[C@H](CC(N)=O)n3cc([C@@H](N)C(C)C)nn3)CC2)n1 (some centres undefined)
8,1.2,91,4,-2,-7,22,-6,.,O=C(Nc1cscc1S(=O)(=O)c1ccccc1)c1ccccc1Cl
1,-2.8,97,-3,-12,2,3,-3,-2,Cc1cc(C)cc(NC(=O)c2cc(C)nn2C)c1
24,-0.8,101,.,-4,2,-4,2,5,COc1ccc(CNC/C=C/c2ccccc2)cc1
-6,-0.2,104,9,4,-8,-8,-5,5,Cc1ccccc1OCCNC(=O)c1ccc2ccccc2n1
-76,0.8,102,4,-11,-4,-2,-1,-5,C=CCNC(=O)c1ccc(Cn2c(=S)[nH]c3cc4c(cc3c2=O)OCO4)cc1
.,2.1,.,2,.,-2,-2,-2,-6,NS(=O)(=O)c1ccc(-c2c(-c3ccccc3)sc3ccccc23)cc1
4,-0.5,99,3,-10,-3,0,-3,-2,Cc1ccc(Nc2ccc(-n3ccnc3)nn2)cc1C
45,0.8,101,4,-1,-5,2,4,-1,CN(c1nc2nonc2nc1NC1CC1)C1CCOC1 (centres undefined)
37,1.1,106,-5,0,-2,-10,1,1,O=C(O)CCN(Cc1ccccc1)S(=O)(=O)c1c(Cl)cccc1Cl
22,0.6,102,1,-2,.,5,1,4,O=C(N/N=C/c1ccncc1)c1cc(C2CC2)nc2ccccc12
20,0.2,100,3,-1,0,9,1,2,CCCn1c(N)c(N2CCCCC2)c(=O)n(CC(=O)Nc2ccccc2)c1=O
20,-1.1,94,-3,3,-3,1,2,-4,Nc1nc(-c2ccccc2)cs1
32,1.1,108,-1,-2,-5,-7,-1,3,Cc1cc(C(=O)COC(=O)c2ccc[nH]c2=O)c(C)n1CCc1ccc(F)cc1
35,3.6,107,-3,-7,-3,-17,-4,2,O=C(NC(=S)Nc1cccc(Cl)c1N1CCCC1)c1ccc(-c2cccc([N+](=O)[O-])c2)o1
24,-2.2,99,1,0,-3,-10,-3,4,CCCCC(CCC(=O)O)(C(=O)OCC)c1csc(Nc2ccc(C)cc2)n1 (centres undefined)
40,-0.4,106,-4,-5,-3,1,3,1,COc1ccc(C(=O)NCCN2CCCC2)cc1
.,1.0,.,1,.,-6,3,10,0,CC(C)Cn1c(SC(C)C(=O)NC2CC2)nnc1-c1ccccc1F (centres undefined)
.,0.9,100,.,-6,5,-38,0,3,O=C(Nc1ccc(Oc2cccnc2)cc1)C1CCN(Cc2ccccc2F)CC1
-10,2.2,105,0,-1,0,-9,-3,4,CCC(=O)Nc1ccc(N2CCN(Cc3ccccc3)CC2)cc1
-166,.,102,3,4,-9,.,.,.,Cc1ccc(N2C(=O)c3cccc4c(C(=O)O)ccc(c34)C2=O)cc1
42,3.2,103,1,3,-2,-10,4,7,CC(C)(C)C(=O)O/N=C(\N)c1ccc(Oc2cc(Cl)cc(Cl)c2)c([N+](=O)[O-])c1
